Screening results from PubChem.
EPAC2 ag – qHTS for Agonist of cAMP-regulated guanine nucleotide exchange factor 4 (EPAC2): primary screen | Rap guanine nucleotide exchange factor 4 (Homo sapiens), Q8WZA2 | EPAC2 activation, biochemical qHTS; response scale: 100% = 6.5 mM cAMP response | Potency, µM (highest dose often 154 µM), without a hit: at the highest dose activation, usual class: activators | hit rate 0.079% among 360,000 | AID 720711, 2013; also: nearly all actives have a fitted effect of over 50% in size
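Setup: EPAC2 100 nM, labeled Rap1B complex 250 nM, free GDP 50 uM. Compound titrations pinned in, brief spin, 5 min room temperature incubation. Kinetic fluorescence read over 30 min, normalized to 6.5 mM cAMP.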
FUS suppressor – qHTS for Suppressors of FUS Proteinopathy: Primary screen using FUS-linked yeast assay; S. cerevisiae FUS-expressing, growth rescue, OD600, 24 h; Potency, µM (titrated, usually from 76.6 µM), without a hit: top-dose growth rescue (activation), actives largely listed as activators; hit rate 0.24% among 390,000;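 also: plate controls were DMSO vehicle for no effect and reference control for full effect; nearly all actives have a fitted effect of over 55% in size; some results filed as inactive show a strong effect at the top dose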
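Compound concentration series was pinned onto galactose-induced FUS-expressing yeast seeded at OD 0.005. Plates sat 24hr at 30C; absorbance at 600 nm gave growth. DMSO served as background control.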
EPAC2 antagonist – qHTS for Antagonist of cAMP-regulated guanine nucleotide exchange factor 2 (EPAC2): primary screen; Rap guanine nucleotide exchange factor 4 (Homo sapiens), Q8WZA2; EPAC2 GEF exchange of Rap1B-BODIPY-GDP, fluorescence; Potency, µM (series often up to 114 µM), for inactives: at the top dose activity, negative = inhibition, hits mostly inhibitors; hit rate 0.18% among 360,000; AID 720708, 2013; also: % is scaled to controls: 0 for no effect and ±100 for the full control effect; nearly all actives have a fitted effect of over 45% in size; many of its hits are not listed in these tables
PTHR1 ag – qHTS for PTHR1 Agonists: Primary Screen; Potency, µM (titrated, usually from 115 µM), for the others: at the highest dose activation, usual class: activators; HEK293 GP2 PTHR1 cells, GloSensor cAMP luminescence, 1 h; hit rate 0.075% among 410,000; also: nearly all actives have a fitted effect of over 55% in size; some results filed as inactive show a strong effect at the top dose; inactives centre near -15; many of its hits are not listed in these tables
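HEK-293-derived GP2 cells expressing PTHR1 and a GloSensor cAMP reporter, 3,000/well, plated overnight, given luciferin plus IBMX (each 0.5 mM as added) for 1 h at 37 °C, then compound for 1 h at 37 °C. Luminescence was read after 15 min at room temperature.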
TDP-43 yeast inh – qHTS of TDP-43 Inhibitors | Potency, µM (doses to about 46.1 µM), without a hit: top-dose growth rescue (activation), actives largely listed as activators | TDP-43 expressing yeast growth rescue, BacTiter-Glo, 24 h | hit rate 1.8% among 410,000; also: % of control where 0% means no effect; nearly all actives have a fitted effect of over 50% in size
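Growth rescue of TDP-43-toxic yeast measured as ATP luminescence (BacTiter-Glo). Cells grown to mid-log in raffinose, induced in galactose at OD600=0.02, exposed to compound 24 hr at 30 deg C.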
aSyn rescue – qHTS of alpha-syn Inhibitors. AID 652106, 2013. hit rate 0.14% among 370,000. Yeast expressing alpha-synuclein, growth rescue, BacTiter-Glo, 24 h. Potency, µM (highest dose often 46.1 µM), for inactives: at the top dose growth rescue (activation), most hits filed as activators; also: % of control where 0% means no effect; nearly all actives have a fitted effect of over 65% in size
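Rescue of yeast growth: cells expressing toxic alpha-synuclein, induced in galactose at OD600 0.02, incubated with compound 24 h at 30 C. ATP luminescence quantified growth; inhibitors of toxicity appear as activators.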
EPAC1 antag – qHTS for Antagonist of cAMP-regulated guanine nucleotide exchange factor 3 (EPAC1): primary screen; Rap guanine nucleotide exchange factor 3 (Homo sapiens), O95398; EPAC1 GEF assay, Rap1b-BODIPY-GDP exchange fluorescence; Potency, µM (titrated, usually from 115 µM), for inactives: at the top dose activity change, negative = inhibition, hits mostly inhibitors; hit rate 0.14% among 360,000; AID 720709, 2013;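 also: plate controls were vehicle for no effect and positive control for full effect; nearly all actives have a fitted effect of over 50% in size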
Target sequence (O95398 whole entry, looked up): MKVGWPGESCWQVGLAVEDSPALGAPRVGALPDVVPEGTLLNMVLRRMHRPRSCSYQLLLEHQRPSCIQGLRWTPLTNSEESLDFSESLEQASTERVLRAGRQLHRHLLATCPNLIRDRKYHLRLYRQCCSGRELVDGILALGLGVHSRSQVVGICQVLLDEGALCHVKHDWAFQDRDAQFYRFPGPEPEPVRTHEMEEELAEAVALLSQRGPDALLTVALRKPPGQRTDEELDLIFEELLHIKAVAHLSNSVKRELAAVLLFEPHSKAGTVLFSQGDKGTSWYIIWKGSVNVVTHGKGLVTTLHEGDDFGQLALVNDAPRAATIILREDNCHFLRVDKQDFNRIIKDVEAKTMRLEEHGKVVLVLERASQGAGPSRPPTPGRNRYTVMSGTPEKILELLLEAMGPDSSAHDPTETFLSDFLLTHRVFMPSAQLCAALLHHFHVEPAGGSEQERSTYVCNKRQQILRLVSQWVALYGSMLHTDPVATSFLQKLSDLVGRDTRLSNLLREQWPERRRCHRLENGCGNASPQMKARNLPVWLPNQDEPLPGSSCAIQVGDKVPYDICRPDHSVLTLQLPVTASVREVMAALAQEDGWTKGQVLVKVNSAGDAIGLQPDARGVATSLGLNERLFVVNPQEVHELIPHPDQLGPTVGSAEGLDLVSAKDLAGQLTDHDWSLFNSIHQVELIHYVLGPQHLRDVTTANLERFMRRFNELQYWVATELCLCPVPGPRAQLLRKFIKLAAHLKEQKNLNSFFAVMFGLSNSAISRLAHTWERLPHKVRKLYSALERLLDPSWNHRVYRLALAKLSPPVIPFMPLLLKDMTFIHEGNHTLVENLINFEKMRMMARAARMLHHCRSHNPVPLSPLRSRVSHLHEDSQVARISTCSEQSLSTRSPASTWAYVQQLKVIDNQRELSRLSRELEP
EPAC1 agonist – qHTS for Agonist of cAMP-regulated guanine nucleotide exchange factor 3 (EPAC1): primary screen; Rap guanine nucleotide exchange factor 3 (Homo sapiens), O95398; EPAC1 agonist qHTS, biochemical assay; response scale: 100% = response to 6.5 mM cAMP; Potency, µM (highest dose often 154 µM), without a hit: at the highest dose activation, actives largely listed as activators; hit rate 0.073% among 360,000; AID 720707, 2013; also: nearly all actives have a fitted effect of over 60% in size
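Normalized to 6.5 mM cAMP, activity reflects EPAC1-catalysed release of BODIPY-GDP from Rap1B, followed kinetically over 30 min at 480 nm excitation, 540 nm emission. Reaction contained 100 nM EPAC1, 250 nM Rap1B-BODIPY-GDP, 50 uM GDP.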
An asterisk follows results filed as active; i = inactive; ? = inconclusive; . = not tested or not shown; & = joins results of further samples; [ ] = dose if it differs, or a comment. Calls follow the shape of the dose curve; as a rule, active = well fitted curve in the direction sought with a large enough effect; inconclusive = small, poorly fitted or top-dose-only effect, or another doubt; inactive = no such curve, though single readings can be large; an effect the other way counts as inactive or inconclusive. Potency is read from the fitted curve at half-maximal effect. An excerpt; the hit share may differ from the screen's.

SMILES	EPAC2 ag	FUS suppressor	EPAC2 antagonist	PTHR1 ag	TDP-43 yeast inh	aSyn rescue	EPAC1 antag	EPAC1 agonist
Cc1ccc(CN2C3CCCC2CC(NC(=S)NCc2ccccc2)C3)cc1 (configuration not stated)	8%	-7%	4%	i	-13%	2%	-7%	1%
N=C1c2ccccc2CN1CC(=O)c1ccccc1	7%	37%	15%	-18%	-25%[0.397 µM]	-10%	-6%	-10%
CN1CCC(O)(c2ccc(Cl)cc2)C(C(=O)c2ccc(Cl)cc2)C1 (configuration not stated)	6%	-3%	-13%	7%	13%	1%	-2%	4%
CCN1CCN(c2ncnc3ccc(Br)cc23)CC1	-2%	7%	16%	-11%	-16%	-4%	1%	-7%
CCn1c(C(=O)N2CCC(C(=O)N3CCC4(CC3)OCCO4)CC2)cc2sccc21	3%	8%	8%	-4%[57.5 µM]	-19%	15%	7%	-4%
CC(C)NC(=O)c1ccc(N2CC3CC(C2)c2cccc(=O)n2C3)c([N+](=O)[O-])c1 (configuration not stated)	13%	25%	9%	i	-12%	-15%	1%	0%
Cc1ccc(-n2c(O)c(C=NCCCn3ccnc3)c(=O)[nH]c2=O)cc1	6%	20%	-2%	i	-17%	2%	0%	9%
CN(C)CP(=O)(O)CN(C)C=O	-4%	-16%	2%	-31%[inhibitor][57.5 µM]	-4%	7%	14%	-4%
COC(=O)C1=C(c2ccc(-c3ccccc3)c(F)c2)C[C@@H]2CC[C@H]1N2C(=O)NC1Cc2ccccc2C1	-1%	21%	-6%	i	5%	17%	-5%	6%
c1ccc(C2OCCN3CCCCC23)cc1 (configuration not stated)	1%	9%	20%	i	-20%	-4%	-1%	1%
COc1ccc(N=Cc2c(O)n(Cc3ccccc3)c(=S)[nH]c2=O)c(OC)c1	100µM*	-7%	1%	-3%	9%	-6%	-9%	11%
COc1ccc(CN2Cc3cc(N4CCCCC4)ccc3-n3nncc3C2)cc1	2%	-6%	13%	-9%	0%	8%	-18%	-5%
C=CCn1c(O)c(C=NCCCOc2ccc(CC)cc2)c(=O)[nH]c1=S	6%	26%	-2%	-3%[57.5 µM]	7%	0%	-13%	-1%
O=C1NC(=O)C(C2CCOC2=O)N1 (configuration not stated)	1%	7%	-12%	-19%	11%	0%	8%	-11%
Cn1ccc2c(-c3ccc(F)nc3)cc3c(c21)C1CCC3C1 (configuration not stated)	10%	15%	-4%	i	?	-22%	-17%	5%
Cn1c(O)c(/C=N/NC(=O)c2ccncc2)c(=O)[nH]c1=S	4%	18%	2%	i	?	0%	2%	8%
CC1(O)CCC2C3CCC4=CC(=O)CCC4=C3C=CC21C (configuration not stated)	5%	16%	0%	-4%	3%	5%	-4%	-8%
COC(=O)C1=C(c2cccc(OCc3ccccc3)c2)C[C@@H]2CC[C@H]1N2C(=O)NCCN1CCOCC1	2%	10%	20%	0%	7%	0%	2%	-25%
O=C(COc1ccccc1F)N1CCN(CCN2C(=O)c3cccc4cccc(c34)C2=O)CC1	0%	-3%	7%	-6%	5%	7%	1%	1%
COc1cccc(N2C(=O)NC(=O)/C(=C\c3ccc([N+](=O)[O-])s3)C2=O)c1	13%	58%	-26%	i	?	-1%	-25%	2%
NC(N)=N/N=C/c1c(Cl)cccc1Cl	14%&2%	-41%&-38%	3%&6%	-25%&-16%	31%&18%	?	4%&-6%	-24%&-5%
N=C1SCC(=O)N1Cc1ccccc1	2%	-9%	-7%	-6%	-4%	-2%	-5%	-3%
CSc1cccc(NP2(=O)OCC(C)([N+](=O)[O-])CO2)c1 (configuration not stated)	0%	.	6%	-3%	23%	6%	-1%	3%
CC(C)C(=O)Nc1ccc(S(=O)(=O)N2CC3CC(C2)c2cccc(=O)n2C3)cc1 (configuration not stated)	17%	-8%	-1%[57.1 µM]	i	-3%	-4%	-1%	8%

Of the compounds above, these have fluorine:
SMILES	EPAC2 ag	FUS suppressor	EPAC2 antagonist	PTHR1 ag	TDP-43 yeast inh	aSyn rescue	EPAC1 antag	EPAC1 agonist
COC(=O)C1=C(c2ccc(-c3ccccc3)c(F)c2)C[C@@H]2CC[C@H]1N2C(=O)NC1Cc2ccccc2C1	-1%	21%	-6%	i	5%	17%	-5%	6%
Cn1ccc2c(-c3ccc(F)nc3)cc3c(c21)C1CCC3C1 (configuration not stated)	10%	15%	-4%	i	?	-22%	-17%	5%
O=C(COc1ccccc1F)N1CCN(CCN2C(=O)c3cccc4cccc(c34)C2=O)CC1	0%	-3%	7%	-6%	5%	7%	1%	1%

The main list resumes, repeating the 4 entries before the break.
SMILES	EPAC2 ag	FUS suppressor	EPAC2 antagonist	PTHR1 ag	TDP-43 yeast inh	aSyn rescue	EPAC1 antag	EPAC1 agonist
NC(N)=N/N=C/c1c(Cl)cccc1Cl	14%&2%	-41%&-38%	3%&6%	-25%&-16%	31%&18%	?	4%&-6%	-24%&-5%
N=C1SCC(=O)N1Cc1ccccc1	2%	-9%	-7%	-6%	-4%	-2%	-5%	-3%
CSc1cccc(NP2(=O)OCC(C)([N+](=O)[O-])CO2)c1 (configuration not stated)	0%	.	6%	-3%	23%	6%	-1%	3%
CC(C)C(=O)Nc1ccc(S(=O)(=O)N2CC3CC(C2)c2cccc(=O)n2C3)cc1 (configuration not stated)	17%	-8%	-1%[57.1 µM]	i	-3%	-4%	-1%	8%
CN(C)C(=O)Oc1c(Cl)cc(Cl)c2ccccc12	5%	?	1%	-9%	5%	16%	2%	0%
OC(c1ccc(F)cc1)(c1ccc(F)cc1)[C@@H]1CCCN1	0%[15.6 µM]	-6%	13%	-6%[57.5 µM]	-5%	4%	-2%	3%
CCN(CC)c1ccc(C=C2C(=O)NC(=S)NC2=O)cc1	3%	1%	2%	-64%[inhibitor]	7%	15%	-4%	-6%
COc1ccc(OC)c(N2C(=O)NC(=O)/C(=C/c3ccc([N+](=O)[O-])s3)C2=O)c1	0%	22%	8%	-6%	?	20%	?	-4%
CC(NC(=O)Oc1ccccc1)C(c1cccs1)N1CCOCC1 (configuration not stated)	9%	-1%	-1%	-6%[57.5 µM]	-7%	-1%	-4%	10%
CCN(CC)c1ccc(N=Cc2c(O)n(-c3ccccc3)c(=O)[nH]c2=O)cc1	-10%	21%	40%[activator]	-10%	12%	7%	-9%	-18%
O=C(c1ccc2nc3ccc(Cl)cc3c(=O)n2c1)N1CCC2(CC1)OCCO2	4%	15%	10%	-22%	-14%	11%	1%	3%
Cc1ccc(C)c(OCC(=O)N2CCN(Cc3ccc4c(c3)OCO4)CC2)c1	4%	7%	10%	-7%	-26%	0%	10%	-4%
CCCCCCCSc1cc(OC)c(CCN(C)C)cc1OC	3%	.	8%	i	-12%	-8%	-8%	-7%
CC1(C)NCCN2C(=O)CSC21 (configuration not stated)	5%	14%	-3%	i	0%	-5%	-13%	6%
C[C@H]1CCCC(=O)CCCCCc2cc(O)cc(O)c2C(=O)O1	20%	-42%	-13%	-51%[inhibitor]	0%	?	-15%	-15%
CC(C)(C)c1cc(C=C(C#N)C#N)cc(C(C)(C)C)c1O	-3%	-18%	-8%	-94%	?	-58%&-36%[inhibitor]	-9%	-16%

Only FUS suppressor, EPAC1 agonist and PTHR1 ag, for some of the entries so far:
mol | FUS suppressor | EPAC1 agonist | PTHR1 ag
COc1ccc(OC)c(N2C(=O)NC(=O)/C(=C/c3ccc([N+](=O)[O-])s3)C2=O)c1 | 22% | -4% | -6%
CC(NC(=O)Oc1ccccc1)C(c1cccs1)N1CCOCC1 (configuration not stated) | -1% | 10% | -6%[57.5 µM]
CCN(CC)c1ccc(N=Cc2c(O)n(-c3ccccc3)c(=O)[nH]c2=O)cc1 | 21% | -18% | -10%
O=C(c1ccc2nc3ccc(Cl)cc3c(=O)n2c1)N1CCC2(CC1)OCCO2 | 15% | 3% | -22%

Further compounds follow:
SMILES	EPAC2 ag	FUS suppressor	EPAC2 antagonist	PTHR1 ag	TDP-43 yeast inh	aSyn rescue	EPAC1 antag	EPAC1 agonist
CCOP(=O)(OCC)/C(C#N)=C/c1ccoc1	5%	17%	5%	i	-5%	2%	-6%	6%
Cc1ccc(C)c(NP(=O)(Oc2ccccc2)Oc2ccccc2)c1	11%	10%	?	-5%	19%	1%	5%	2%
COc1ccc(OCC#CCN2CCNCC2)cc1	9%	-7%	9%	0%	10%	-4%	-5%	20%
COc1ccc(-n2c(O)c(/C=C3\C=Nc4ccc(Br)cc43)c(=O)[nH]c2=O)cc1	0%	4%	14%	-24%	-23%	-18%	-6%	-3%
O=c1c(C=NCc2cccs2)c(O)n(C2CCCCC2)c(=O)n1C1CCCCC1	14%	38%	0%	i	0%	3%	9%	11%
Nc1c(C(=O)NCc2ccco2)c2nc3ccccc3nc2n1CCN1CCOCC1	-2%	11%	-16%	i	20%	0%	-20%	4%
CCCCCn1c(N)c(C(=O)NCc2cccs2)c2nc3ccccc3nc21	-7%	10%	-2%	i	-11%	14%	-2%	0%
O=C(Nc1ccc(F)cc1)N1Cc2ccccc2-n2nncc2C1	13%	-16%	7%	-15%	0%	0%	-29%	-8%
Cc1ccc(CN2CCCC(C(=O)c3cccc(C(F)(F)F)c3)C2)o1 (configuration not stated)	-3%	9%	-21%	0%	-13%	2%	11%	-2%
O=C(O)c1c(C(=O)O)c(-c2ccc(Br)cc2)n2c1CSC2	3%	-22%	6%	-32%[inhibitor]	2%	1%	-1%	-4%
Cc1cc(C=C(C#N)C#N)ccc1N1CCCC1	100µM*	34%	7%	-23%	?	8%	2%	?
OC1/C(=C/c2ccc(Cl)cc2Cl)N2CCC1CC2 (configuration not stated)	5%	13%	20%	15%	-37%	1%	5%	-1%
CCOP(=O)(OCC)C(NC(=O)C(Cl)Cl)C(Cl)(Cl)Cl (configuration not stated)	4%	9%	13%	i	-17%	4%	-4%	0%
Oc1ccc2c3c1O[C@H]1c4oc5ccccc5c4C[C@@]4(O)[C@@H](C2)N(CC2CC2)CC[C@]314	-1%	-37%	-16%	-8%	10%	8%	-15%	-23%
C[C@]1(O)CCC2C3CC[C@H]4C[C@@H](OC(=O)CNC(=O)CN)CC[C@]4(C)C3CC[C@@]21C (some centres not stated)	6%	16%	2%	-7%	2%	11%	-12%	-8%
